HT1080 IDH1KD tx – toxicity to HT-1080 IDH1 knockdown cells (counter line); HT-1080 IDH1 knockdown viability, ATP luminescence, 48 h; actives 2% (n = 360,000); Potency, µM (titrated, usually from 46.1 µM), inactives show at the top dose activity, negative = toxicity, actives largely listed as cytotoxic;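 also: potency is read from the fitted curve at half-maximal effect; 0% = DMSO wells and -100% = cell-free medium wells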
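In this qHTS, HT-1080 cells depleted of IDH1 are exposed for 48 h at 37 °C to compound titrations. Toxicity is scored from CellTiter-Glo luminescence, with DMSO as full viability and medium alone as none.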
KB-3-1 cytotox – kills parental KB-3-1 adenocarcinoma cells; KB-3-1 viability, CellTiter-Glo ATP luminescence, 72 h; Potency, µM (titrated, usually from 46.1 µM), inactives show top-dose activity change, negative = cytotoxic, usual class: cytotoxic; actives 1.4% (n = 400,000); AID 1347075; also: potency is read from the fitted curve at half-maximal effect; % is scaled to controls: 0 for no effect and ±100 for the full control effect; nearly all actives have a fitted effect of over 60% in size
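Parental KB-3-1 viability, qHTS format: 72 h compound exposure, 37 °C; CellTiter-Glo; media-only wells and DMSO plates as controls; concentration-effect fits on corrected data.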
SW480 rereplic – induces DNA re-replication in SW480 colon adenocarcinoma cells. AID 624297. SW480 DNA re-replication, Hoechst DNA content imaging, 48 h. Potency, µM (doses to about 46.1 µM), for inactives: at the top dose re-replication activation, most hits filed as activators. actives 1.8% (n = 340,000); also: potency is read from the fitted curve at half-maximal effect; % of control where 0% means no effect; nearly all actives have a fitted effect of over 55% in size
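Image-based read-out: total Hoechst fluorescence of nuclei (405 nm excitation, 500-530 nm emission), with hits raising the fraction of high-intensity nuclei. SW480 colon cells incubated 48 hr with compounds at 37 C.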
MCF10A rerep – DNA re-replication induction in MCF 10a cells; actives 2.9% (n = 350,000); Potency, µM (highest dose often 46.1 µM), for inactives: at the top dose activity, positive = re-replication, most hits filed as activators; AID 624296; MCF 10A DNA re-replication, Hoechst nuclear intensity, 48 h; also: potency is read from the fitted curve at half-maximal effect; % of control where 0% means no effect; nearly all actives have a fitted effect of over 50% in size
ATXN2 expr inh – ATXN2 expression inhibition; HEK-293 ATXN2-luciferase reporter, luminescence, 24 h; Potency, µM (highest dose often 57 µM), for the others: at the highest dose activity change, negative = inhibition, usual class: inhibitors; actives 0.72% (n = 360,000); also: potency is read from the fitted curve at half-maximal effect; % is scaled to controls: 0 for no effect and ±100 for the full control effect; nearly all actives have a fitted effect of over 55% in size
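qHTS (up to 57 uM final) was run with 24 h compound exposure of reporter cells at 37 °C. Each well was multiplexed: SteadyGlo luminescence measured ATXN2-luciferase expression after a fluorogenic Gly-Phe-AFC viability readout (25 uM final).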
ATXN viability – cell viability loss in ATXN counter-screen | actives 0.49% (n = 400,000) | S2 cells (HEK-293 line with an ATXN2-luciferase reporter) viability, CellTiter-Fluor protease fluorescence, 24 h | Potency, µM (series often up to 56.7 µM), usual class: cytotoxic | AID 651635; also: potency is read from the fitted curve at half-maximal effect; nearly all actives have a fitted effect of over 40% in size
IL-1B inflam inh – blocks inflammasome-driven IL-1 beta release. THP-1 LPS/ATP IL-1B secretion, AlphaLISA, 16 h; stronger effect = lower value. activity change, % at 57.5 µM. actives 4.7% (n = 360,000). AID 743279; in the data active = activity change below about -50%; inconclusive = mostly about -30% to -49%; also: % is scaled to controls: 0 for no effect and ±100 for the full control effect
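THP-1 cells pretreated 1 hr with compounds (up to 57.5 uM final), then stimulated with LPS (250 ng/mL final) plus ATP (1.25 mM final); secreted IL-1B measured by AlphaLISA after 16 hr, decreased signal indicating inhibition.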
HT1080NT lethal – kills 2HG-producing HT-1080-NT fibrosarcoma cells | HT-1080-NT fibrosarcoma viability, CellTiter-Glo ATP luminescence, 48 h | Potency, µM (top dose mostly 46.1 µM), inactives show top-dose activity, negative = less viability, most hits filed as cytotoxic | actives 1.6% (n = 360,000) | AID 686970;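 also: NT is the 2HG producing partner of a matched IDH1 knockdown line; potency is read from the fitted curve at half-maximal effect; 0% = DMSO-treated cells and -100% = media-only wells without cells; nearly all actives have a fitted effect of over 55% in size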
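A 48-hour cytotoxicity screen used HT-1080-NT cells plated 2 hours before compound delivery. ATP-based CellTiter-Glo luminescence measured viability, normalized to DMSO and no-cell controls.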
KB-V1 MDR tox – KB-V1 MDR subline cytotoxicity | KB-V1 MDR cells viability, CellTiter-Glo, 72 h | Potency, µM (titrated, usually from 46.1 µM), inactives show at the top dose activity change, negative = cytotoxicity, hits mostly cytotoxic | actives 3.4% (n = 400,000); also: potency is read from the fitted curve at half-maximal effect; % is scaled to controls: 0 for no effect and ±100 for the full control effect; nearly all actives have a fitted effect of over 60% in size
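In this primary screen, KB-V1 cells overexpressing P-gp are incubated with library compounds (lowest to highest concentration) for 72 h at 37 degrees C before a luminescent ATP viability read.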
* = called active by the depositor; i = inactive; ? = inconclusive; / = no result given; & = joins results of further samples; [ ] = remark or other dose. Unless noted, calls follow the shape of the dose curve; as a rule, active = well fitted curve in the direction sought with a large enough effect; inconclusive = small, poorly fitted or top-dose-only effect, or another doubt; inactive = no such curve, though single readings can be large; an effect the other way counts as inactive or inconclusive.

SMILES,SW480 rereplic,HT1080NT lethal,MCF10A rerep,KB-V1 MDR tox,IL-1B inflam inh,ATXN2 expr inh,ATXN viability,KB-3-1 cytotox,HT1080 IDH1KD tx
CC(=O)Nc1ccc2ccccc2c1[N+](=O)[O-],1%,12%,1%,13%,-3,0%,i,6%,-1%
Cc1ccc(NC(=O)CN2C(=O)S/C(=C\c3cc(C)n(C)c3C)C2=O)cc1,-2%,-13%,-14%,2%,-4,-18%,i,22%,3%
Cc1cc(Br)cc(Br)c1OCC(=O)NNC(=O)CCC(=O)NCc1ccccc1,-5%,8%,1%,55%,1,1%,i,24%,9%
O=C(O)c1nn2c(C(F)(F)F)cc(-c3cccs3)nc2c1Cl,-1%,4%,0%,8%,-8,8%,i,3%,21%
Nc1cccc2c1C(=O)N(CCOc1ccc(F)cc1)C2=O,18µM*,4%,16µM*,-14%,15,17%,/,?,-20%
O=C(O)c1ccc(/C=N/NC(=S)NCCN2CCOCC2)cc1,-1%,12%,4%,-3%,16,-13%,i,6%,11%
CCC(C)C(NC(=O)OC(C)(C)C)C(=O)NCc1ccco1 (centres undefined),0%,1%,-2%,-5%,-5,-8%,i,3%,-2%
Cc1ccc(S(=O)(=O)Nc2ccc(N3CCOCC3)nc2)cc1,0%,0%,5%,-29%,11,-11%,i,-2%,23%
COc1ccc(-n2c(=O)c3c(C)c(C)sc3n(Cc3ccc(F)cc3)c2=O)c(OC)c1,-9%,0%,6%,0%&-16%,-9,2%&-7%,i,-7%&6%,-1%
COc1ccc(S(=O)(=O)NCC2CCCN(C(=O)CSC)C2)cc1 (centres undefined),?,-3%,0%,-7%,0,1%,?,-14%,4%
Cc1ccccc1NC(=S)N1CCN(c2ccccc2Cl)CC1,-1%[9.22 µM],-8%,2%,1%,3,14%,i,0%,-9%
O=c1[nH]c2ccc(NC(=S)NCCc3ccccc3)cc2[nH]1,0%,0%,5%,0%,103,-9%,i,?,10%
COc1ccc(CCNC(=O)C(=O)NCCCN2CCOCC2)cc1,-30%,8%,?,11%,0,-14%,i,0%,9%
Cc1cc(OCC(=O)OCC(=O)N2CCc3ccccc3C2)ccc1Cl,4%,2%,-6%,-4%,42,11%,i,26%,3%
O=C(c1ccco1)N1CCCC(c2ccccc2)C1 (centres undefined),-4%,27%,4%,1%,-2,12%,i,3%,14%
CSC1=N/C(=C\c2ccc3c(c2)OCO3)C(=O)S1,-1%,17%,-13%,-15%,-7,-3%,i,-19%,14%
CCCn1nc(NS(=O)(=O)c2cccc3nonc23)c2cc3cccc(C)c3nc21,12%,-25%,?,17%,13,/,i,-4%,-2%
COc1cc2cnc(-c3ccccc3F)cc2cc1OC,3%,1%,9%,-16%,-6,2%,i,-4%,1%
O=C(NNC(=O)[C@@H]1CCCC[C@@H]1C(=O)O)Nc1ccccc1,-5%,23%,1%,8%,5,26%,i,1%,14%
O=C1[C@@H]2[C@@H]3C[C@@H]([C@H]4ON=C(c5ccc(Cl)cc5)[C@@H]34)[C@@H]2C(=O)N1c1ccc2c(c1)OCO2,1%,-15%,-2%,-5%,-7,4%,i,-4%,-15%
Cc1nc2c(C(=O)N3CCCCC3)cnn2c(C)c1Cc1ccccc1F,0%,3%,-4%,?,-1,35%[activator],i,-9%,-14%
O=C1N(c2ccccc2)C[C@@H]2C[C@@H](c3cc4ccccc4o3)N3CCC[C@@]123,?,?,?,?,-103*,0.3µM*,?,?,0.58µM*
Cc1ccccc1-c1nnc(SCC(=O)NC2CCS(=O)(=O)C2)n1C (centres undefined),-3%,14%,5%,6%,-14,-10%,i,0%,10%
COc1cc(-c2ccc3oc(-c4ccsc4)cc3c2)cc(OC)c1OC,-14%,20%,?,-6%,12,-31%,?,-12%,5%
CC(Sc1ncnc2c1cnn2-c1ccccc1)C(=O)NCC1CCCO1 (centres undefined),-11%,3%,-14%,0%,11,5%,i,-7%,-14%
COc1ccccc1N1CCN(CCCNC(=O)c2nnc(Cc3ccc(F)cc3Cl)o2)CC1,/,/,/,-6%,/,-22%,i,2%,/
CCOC(=O)c1ccc(NC(=O)CSc2nnc3c4ccccc4n(CC)c3n2)cc1,/,/,/,9%,/,2%,?,10%,/
CC/C(=N\NC(=O)c1ccc2c(c1)OCO2)c1ccccc1,?,-27%,?,?,4,31%,i,2%,-24%
O=C(Nc1cccc(Cl)c1)C1CCN(S(=O)(=O)Cc2ccccc2)CC1,/,/,/,-9%,/,-3%,i,10%,/
COc1ccccc1N(CC(=O)Nc1ccccc1C(F)(F)F)S(=O)(=O)c1cccs1,-1%,-7%,11%,-16%,-12,/,?,-15%,-8%
O=C(O)CCn1c(Cc2ccccc2)nc2ccccc21,-8%,8%,?,-1%,15,10%,i,2%,25%
Cc1cccc(N=Nc2c(C)nn(-c3ccccc3)c2N)c1C,/,-11%,?,-26%,0,42%[activator],i,9%,-11%
CCCCOCCCNC(=O)c1ccc(NC(C)=O)cc1,8%,1%,-5%,3%,10,-3%,i,20%,11%
NC(=O)c1ccsc1NC(=O)COC(=O)c1ccc(Cl)nc1,0%,-5%,4%,-1%,-2,-3%,i,-2%,-5%
CNC(C)c1ccc(S(N)(=O)=O)cc1 (centres undefined),-1%,5%,0%,?,-20,5%,i,-17%,3%
CC(C)N(C)S(=O)(=O)c1ccc(NC(=O)CSC(=S)N2CCCC2)cc1,-2%,-3%,13%,3%,23,-5%,i,5%,-10%
O=C(NCc1ccc(F)cc1)C1CCN(C(=O)NCc2ccccc2)CC1,-4%,5%,97%[0.0737 µM],-2%,25,0%,i,16%,14%
O=C(NNc1cccc(Cl)n1)c1ccc(Cl)cc1Cl,-13%,-1%,-1%,-4%,-1,/,/,12%,2%
Cn1c(O)c(N=NC(=O)CNC(=O)c2cccnc2)c2ccccc21,-5%,10%,0%,-11%,1,-1%,i,20%,12%
c1ccc(-c2nnc(N3CCOCC3)nc2-c2ccccc2)cc1,2%,3%,23%,-7%,-9,12%,i,-1%,-3%
O=C(CCCCCCCC(=O)NNC(=O)Nc1ccccc1)NNC(=O)Nc1ccccc1,0%,?,4%,-13%,-7,-38%,i,3%,?
CC1(C)CC(OC(=O)c2ccccc2)CC(C)(C)N1,-2%,-2%,?,-22%,-7,-8%,i,-3%,10%
CCC(=O)Nc1nnc(-c2ccco2)o1,-17%,0%,0%,0%,23,-1%,i,0%,0%
CCSc1nnc(NC(=O)C2CCCN(C(=O)c3ccc(Cl)cc3)C2)s1 (centres undefined),/,-14%,/,?,19,/,i,-26%,-11%
Cn1c(CN2CCC(C(N)=O)CC2)c(C#N)c2ccccc21,0%,-3%,0%,2%,-8,5%,i,8%,-2%
Cc1ccc(C)c(N2CCN(c3nc4c(S(=O)(=O)c5ccccc5)nnn4c4ccc(Cl)cc34)CC2)c1,/,/,/,?,/,-2%,i,1%,/
Cc1ccc(C)c(N(C(=O)c2snc(C(N)=O)c2N)C(C(=O)NCC2CCCO2)c2ccc(C)o2)c1 (centres undefined),5%,2%,5%,?,-3,-9%,/,4%,7%
CC(C)CCNC(=O)NC(=O)COC(=O)CCN=C1NS(=O)(=O)c2ccccc21,-7%[1.84 µM],5%,-20%,11%,11,0%,i,-5%,0%
C=CCNC(=S)Nc1ccc(Cl)cc1F,0%,-11%,-8%,5%,-13,1%,?,0%,-10%
Cc1cc(-c2onc(C)c2C(=O)Nc2ccc(C(F)(F)F)cc2)no1,-15%,4%,4%,2%,27,0%,i,7%,8%
Cc1c(Br)c(O)c(Br)c(O)c1/C=N/n1c(-c2ccccc2)n[nH]c1=S,20%,-3%,-14%,12%,32,0%,i,3%,0%
O=C1CN(C(=O)COc2ccc([N+](=O)[O-])cc2Cl)c2ccccc2N1,-5%,1%,8%,?,-21,-14%,i,-23%,-5%
COc1ccc(-c2cc3c(=O)n(CC(=O)NCc4ccc(C)cc4)ncn3n2)cc1,-3%,-3%,4%,-1%,17,15%,i,0%,2%
Oc1ccc(C(c2nnnn2C2CCCC2)N2CCc3ccccc3C2)cc1 (centres undefined),17%,0%,12%,-3%,7,11%,i,-14%,1%
COc1ccc(NC(=O)CSc2nc(-c3ccco3)cc(C(F)(F)F)n2)c(OC)c1,/,/,/,13%,/,10%,i,13%,/
Cc1cccc(N(CC(=O)Nc2ccc(CC#N)cc2)S(C)(=O)=O)c1,-1%,-1%,-1%,-8%,-5,1%,i,4%,18%
Cc1ccc(S(=O)(=O)Nc2cc3c(cc2C#N)OCO3)cc1C(N)=O,-9%,29%,-3%,-12%,1,1%,i,29%,8%
Cc1cc2cc(CNC(=O)Nc3ccccc3)ccc2n1C,15%,2%,-2%,-10%,-26,32%,?,0%,-5%
CC(=O)N1CCN(C(=O)COc2ccc(N(C)S(=O)(=O)c3cccs3)cc2)CC1,?,1%,20%,12%,-2,/,i,-5%,0%
COc1ccc(C)cc1S(=O)(=O)N(C)CC(=O)N1CCC(C)CC1,15%,13%,92%,7%,14,7%,i,5%,7%
Cc1ccc(N2C(=O)CC(NNc3nc4ccccc4s3)C2=O)cc1 (centres undefined),5%,6%,0%,?,10,6%,i,11%,3%
O=C(COc1ccc(F)cc1)Nc1ccc2c(c1)OCCO2,-1%,2%,-11%,-5%,-11,8%,i,-11%,2%

Screens (PubChem BioAssay)
